Tb PFK inh: inhibitors of T. brucei phosphofructokinase; T. brucei PFK, ADP-Glo luminescence; Potency, µM (highest dose often 57.5 µM), for the others: at the highest dose activity, negative = inhibition, usual class: inhibitors; actives 0.17% (n = 330,000);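 also: potency is read from the fitted curve at half-maximal effect; 0% = uninhibited 1x PFK enzyme wells and -100% = no-enzyme wells; nearly all actives have a fitted effect of over 60% in size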
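ADP-Glo luminescence quantified ADP after 45 min at room temperature, with 1.25 nM T. brucei PFK, 0.1 mM ATP and 0.5 mM fructose-6-phosphate in pH 8.0 TEA buffer. qHTS titrations up to 57 µM; curves classified by quality.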
PTAP TSG101 blk: blocks PTAP/TSG101 interaction to inhibit HIV-1 budding; Q99816; Fluorescence polarization, FITC-PTAP peptide / Tsg101 binding; Potency, µM (highest dose often 115 µM), for the others: at the top dose activity change, negative = inhibition, hits mostly inhibitors; 340,000 tested, under 10 active; active = well fitted inhibition curve with a large enough effect in the main read-out, with a control signal flat, not every such curve was filed as active; inconclusive = small, poorly fitted or top-dose-only effect, or effect the other way, or a change in a side signal; inactive = no such curve, though single readings can be large or run the other way; also: potency is read from the fitted curve at half-maximal effect; % of control where 0% means no effect
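Compounds were pin-transferred onto Tsg101 binding domain (10 uM final) in HEPES pH 7.5 buffer, then FITC-PTAP peptide was added at 50 nM final. After 20 min at RT, polarization reported peptide displacement across a qHTS concentration series.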
Coupling enz: counter-screen for Giardia aldolase inhibitors: coupling enzyme system. coupling enzyme system counterscreen, AmpLite Red fluorescence. activity change, negative = inhibition, % at 58.2 µM, hits read low. actives 0.67% (n = 290,000); in the data active = activity change below about -30%; also: % is scaled to controls: 0 for no effect and ±100 for the full control effect
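First, compound is pin-transferred into glyceraldehyde-3-phosphate coupling-enzyme reagent at 57.5 uM final and held 10 min at RT. Next, substrate, coupling system and AmpLite Red are added. After 20 min RT, fluorescence (525/598 nm) is read.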
ASM inhibitor: blocks human secretory acid sphingomyelinase. AID 504937. placental ASM, HMU-PC fluorogenic substrate, 60 min. actives 0.006% (n = 340,000). Potency, µM (top dose mostly 57.5 µM), inactives show at the top dose activity change, negative = inhibition, hits mostly inhibitors; also: potency is read from the fitted curve at half-maximal effect
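HMU-PC0 cleavage (9 uM final) by human placental ASM, 60 min at 37 °C following 10 min compound exposure at RT; stopped at pH 10, fluorescence Ex 386/Em 447 nm.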
B2AR arrestin: agonists driving beta-arrestin recruitment to human beta2-adrenergic receptor; Potency, µM (top dose mostly 46.1 µM), for the others: at the top dose activation, usual class: activators; AID 492947; beta-arrestin recruitment to beta2AR, cell-based reporter; P07550; actives 0.02% (n = 330,000);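 also: potency is read from the fitted curve at half-maximal effect; 0% = DMSO controls and full agonism = EC100 isoproterenol or metaproterenol; nearly all actives have a fitted effect of over 65% in size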
Chronic BCR inh: chronic active BCR signaling inhibition. actives 0.05% (n = 340,000). Potency, µM (series often up to 46.1 µM), for the others: top-dose ratio change, negative = lower green/red ratio, most hits filed as inhibitors. ABC-DLBCL IkBa-CBG/CBR reporter, luminescence ratio, 4 h; active = well fitted inhibition curve with a large enough effect in the signal ratio, with a control signal flat, not every such curve was filed as active; inconclusive = small, poorly fitted or top-dose-only effect, or effect the other way, or a change in a side signal; the % refers to the signal ratio;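 also: potency is read from the fitted curve at half-maximal effect; plate controls were basal doxycycline-induced cells for no effect and cells given 10 µM MG132 for full effect; MG132 reads +100%, hits lower the ratio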
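Compounds up to 46 uM were incubated four hours with TMD8 cells whose green CBG68 luciferase is fused to IkappaBalpha; red CBR luminescence normalised the signal, and concentration-effect curves were fitted to fusion, red and ratio data.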
Menin-MLL TR inh: menin-MLL binding inhibition, Texas Red mutant peptide; O00255; Menin + Texas Red MLL mutant peptide, fluorescence polarization; Potency, µM (series often up to 61.6 µM), inactives show at the top dose FP activity change, negative = inhibition, actives largely listed as inhibitors; actives 0.23% (n = 270,000); AID 1768; active = well fitted inhibition curve with a large enough effect in the polarisation, with a control signal flat, not every such curve was filed as active; inconclusive = small, poorly fitted or top-dose-only effect, or effect the other way, or a change in a side signal; inactive = no such curve, though single readings can be large or run the other way; the % refers to the polarisation; also: potency is read from the fitted curve at half-maximal effect; % of control where 0% means no effect; many of its hits are not listed in these tables
PKM2 act: activators of human pyruvate kinase M2 | actives 0.34% (n = 260,000) | Potency, µM (highest dose often 57.5 µM), without a hit: at the highest dose activation, usual class: activators | P14618 | purified PKM2, Kinase-Glo ATP luminescence, activation; response scale: 0% is enzyme alone, no compound; also: potency is read from the fitted curve at half-maximal effect; % is scaled to controls: 0 for no effect and ±100 for the full control effect; nearly all actives have a fitted effect of over 55% in size
Target sequence (P14618 whole entry, looked up): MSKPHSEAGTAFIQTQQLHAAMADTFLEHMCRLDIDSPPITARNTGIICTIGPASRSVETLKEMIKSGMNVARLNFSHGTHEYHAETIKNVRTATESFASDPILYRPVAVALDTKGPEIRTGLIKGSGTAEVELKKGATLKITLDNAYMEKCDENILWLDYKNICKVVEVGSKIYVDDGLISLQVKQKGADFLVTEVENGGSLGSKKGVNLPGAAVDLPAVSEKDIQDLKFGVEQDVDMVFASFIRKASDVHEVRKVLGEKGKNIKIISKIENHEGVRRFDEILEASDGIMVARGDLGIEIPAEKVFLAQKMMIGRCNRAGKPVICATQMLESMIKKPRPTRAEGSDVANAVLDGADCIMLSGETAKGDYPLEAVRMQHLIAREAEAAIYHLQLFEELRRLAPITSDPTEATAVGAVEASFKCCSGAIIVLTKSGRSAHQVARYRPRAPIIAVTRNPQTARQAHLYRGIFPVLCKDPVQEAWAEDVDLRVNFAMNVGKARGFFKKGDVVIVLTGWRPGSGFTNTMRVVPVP
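Purified hPK-M2 (>95% pure) converted ADP (0.1 mM final) to ATP with 0.5 mM PEP in 50 mM imidazole pH7.2, KCl, MgCl2, Tween 20, BSA; 1 h at room temperature. ATP detected by Kinase-Glo luminescence.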
GALK inhibitor: blocks human galactokinase activity | Purified GALK, Kinase-Glo residual ATP luminescence | actives 0.007% (n = 270,000) | AID 1868 | Potency, µM (doses to about 57.5 µM), without a hit: top-dose activity change, negative = inhibition, hits mostly inhibitors | P51570; also: potency is read from the fitted curve at half-maximal effect; % is scaled to controls: 0 for no effect and ±100 for the full control effect
Target sequence (P51570 whole entry, looked up): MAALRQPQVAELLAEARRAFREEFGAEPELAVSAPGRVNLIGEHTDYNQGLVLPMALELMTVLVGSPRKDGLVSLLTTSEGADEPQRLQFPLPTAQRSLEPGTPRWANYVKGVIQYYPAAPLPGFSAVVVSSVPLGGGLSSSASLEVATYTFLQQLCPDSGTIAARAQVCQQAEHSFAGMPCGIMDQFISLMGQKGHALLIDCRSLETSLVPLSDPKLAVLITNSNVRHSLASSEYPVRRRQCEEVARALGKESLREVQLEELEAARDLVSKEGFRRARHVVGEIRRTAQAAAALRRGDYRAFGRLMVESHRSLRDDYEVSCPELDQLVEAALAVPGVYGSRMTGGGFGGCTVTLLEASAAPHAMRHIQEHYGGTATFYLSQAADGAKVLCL
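Quantitative HTS: GALK 5 nM, ATP 35 uM, galactose 100 uM, 1 h room temperature, then luciferase-based ATP detection.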
Giardia kill: kills Giardia lamblia | activity change, % at 7.66 µM, hits read low | AID 540267 | Giardia lamblia trophozoite viability | actives 0.15% (n = 340,000); in the data active = activity change below about -80%; inconclusive = between about -30% and that limit;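 also: parasites exposed to compound for two days anaerobically before the ATP read; % is scaled to controls: 0 for no effect and ±100 for the full control effect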
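Compounds were tested on trophozoites seeded at 100 cells/well and held 48 hrs at 37 deg C anaerobically. An ATP-based luminescent kit measured the remaining live cells.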
a7 integrin act: activates integrin-mediated alleviation for muscular dystrophy. Potency, µM (series often up to 38.3 µM), inactives show at the highest dose activation, actives largely listed as activators. actives 0.064% (n = 350,000). alpha7betagal myoblasts, beta-gal FDG fluorescence, 48 h;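 also: potency is read from the fitted curve at half-maximal effect; 100% = response of the positive control SU9516; nearly all actives have a fitted effect of over 60% in size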
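alpha7betagal+/- myoblasts (passage 13, 250/well) treated 48 h at 37C with compounds at 1:260 dilution of DMSO stock. Lysed, then beta-galactosidase activity read as FDG fluorescence (ex 480/em 540) after 30 min, with pre-read for autofluorescence.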
Active calls of the source: *; i = inactive; ? = inconclusive; / = no result given; [ ] = dose if it differs, or a comment. Unless noted, calls follow the shape of the dose curve; as a rule, active = well fitted curve in the direction sought with a large enough effect; inconclusive = small, poorly fitted or top-dose-only effect, or another doubt; inactive = no such curve, though single readings can be large; an effect the other way counts as inactive or inconclusive. Some of the compounds tested; rates above refer to the full screens.

SMILES	Tb PFK inh	PTAP TSG101 blk	Coupling enz	ASM inhibitor	B2AR arrestin	Chronic BCR inh	Menin-MLL TR inh	PKM2 act	GALK inhibitor	Giardia kill	a7 integrin act
O=C(N/N=C/c1ccccc1[N+](=O)[O-])c1ccc2nc[nH]c2c1	6%	-4%	0	-2%	-1.0%	?	/	-1%	-2%	-26	4%
CN(CC(=O)NNC(=O)CNC(=O)c1ccccc1F)S(=O)(=O)c1ccc(Cl)cc1	-8%	0%	/	0%	-0.4%	6%	/	/	/	12	2%
CCOc1ccc(OCCC(=O)OCC(=O)NC(C)c2ccccc2)cc1 (stereo not given)	0%	-2%	/	/	0.0%	9%	/	/	/	7	-2%
COc1cc(OC)cc(-c2c(-c3cccs3)c3cc(-c4ccc(OCc5ccccc5)cc4)ccc3n2C)c1	-2%	-1%	/	67%	-1.5%	0%	/	/	/	-14	9%
COc1ccc(NC(=O)c2cc(=O)[nH]c(=O)[nH]2)cc1S(=O)(=O)Nc1ccccc1Cl	0%	-2%	4	-3%	-0.1%	4%	1%	/	10%	9	8%
O=C(CN1C(=O)CSc2ccccc21)N1CCc2ccccc21	-8%	-16%	0	4%	-0.2%	3%	-2%	1%	-2%	-5	-18%
COc1ccc(N2CN=C3SCC(=O)N3C2)cc1	-2%	-9%	0	2%	-0.1%	-28%	13%	8%	-4%	28	-7%
CCO[C@@H]1OC(C(=O)NC2CC2)=C[C@H](c2csc3ccccc23)[C@H]1CCCO	0%	-6%	0	1%	0.3%	-16%	-2%	1%	-4%	18	-13%
CC1(CCC(=O)N2CCCC(N3CCN(c4cccc(C(F)(F)F)c4)CC3)C2)CC1 (stereo not given)	1%	-6%	2	2%	-1.1%	-5%	?	5%	-3%	1	?
CCOC(=O)C(CC)Sc1nnc2c3cc(C)ccc3n(C)c2n1 (stereo not given)	0%	1%	-2	-12%	0.2%	?	5%	18%	0%	-2	-23%
O=C(CSc1nnnn1-c1ccccc1)NC(=O)Cc1ccccc1	-3%	-3%	/	3%	0.5%	1%	/	/	/	3	-12%
CC1(C)Cc2ccccc2-c2nnc(-c3ccco3)n21	13%	-9%	0	-3%	0.1%	?	/	-1%	-2%	-8	7%
CC(=O)N(OCc1ccc(OC(C)C)c(Cl)c1)C(C)=O	-6%	-1%	3	-1%	-0.4%	-1%	/	1%	5%	-6	-27%
COC(=O)C1(S(=O)(=O)c2ccc(C)cc2)CCOCC1	0%	-3%	2	3%	0.6%	3%	3%	?	-1%	9	43%
O=C(COc1ccc(Cl)cc1)c1ccc(O)cc1O	3%	1%	-1	-5%	-0.8%	-8%	/	7%	-6%	-12	3%
O=C(COC(=O)/C=C/c1ccc(F)cc1)NCc1cccs1	-4%	-4%	/	5%	-0.9%	1%	/	/	/	-15	17%
CC(=O)c1cc2c(cc1NC(=O)CCNC(=O)c1ccccc1Cl)OCO2	0%	-4%	1	38%[activator]	-0.2%	-5%	17%	1%	-1%	-1	1%
O=C(C1CCC(CNS(=O)(=O)c2cccs2)CC1)N1CCN(c2ccc(Cl)cc2)CC1 (stereo not given)	0%	-2%	/	?	-0.7%	?	/	/	-3%	13	38%
O=C(CN1C2=NCCN2c2ccccc21)c1ccc(Br)cc1	-5%	-4%	2	-4%	-1.4%	?	-2%	2%	1%	-14	-10%
Cc1ccc(N/C=C/C(=O)c2sc(-c3ccccc3)nc2C)cc1	0%	?	1	-20%	2.8%	?	17%	2%	-1%	-4	-6%
O=C(CSc1nnc(NC(=O)c2c(F)cccc2F)s1)Nc1ccccc1F	3%	2%	11	-2%	-0.4%	1%	25%	-3%	1%	-3	?
NC(=O)C1CCN(C(=O)CSc2nc3ccccc3o2)CC1	-6%	0%	-1	1%	0.1%	0%	-26%	3%	0%	0	14%
COc1ccc(C2CC(c3cccc(OC)c3OC)n3nnnc3N2)cc1 (stereo not given)	2%	-5%	-2	0%	-0.4%	1%	-3%	-1%	0%	-1	-1%
Cc1csc(SCC(=O)NC(=O)NCc2ccccc2)n1	-11%	-3%	3	2%	-0.1%	-1%	6%	-1%	2%	-4	0%
O=[N+]([O-])c1ccc(Sc2n[nH]c(-c3ccc(Cl)cc3Cl)n2)nc1	1%	-3%	10	1%	-0.2%	12%	?	1%	-3%	9	-26%

3 entries already listed, ordered by their value in Menin-MLL TR inh, lowest first.
canonical_smiles | Tb PFK inh | PTAP TSG101 blk | ASM inhibitor | B2AR arrestin | Menin-MLL TR inh | PKM2 act | GALK inhibitor | a7 integrin act
O=C(CN1C(=O)CSc2ccccc21)N1CCc2ccccc21 | -8% | -16% | 4% | -0.2% | -2% | 1% | -2% | -18%
Cc1csc(SCC(=O)NC(=O)NCc2ccccc2)n1 | -11% | -3% | 2% | -0.1% | 6% | -1% | 2% | 0%
CC(=O)c1cc2c(cc1NC(=O)CCNC(=O)c1ccccc1Cl)OCO2 | 0% | -4% | 38%[activator] | -0.2% | 17% | 1% | -1% | 1%

The results go on.
SMILES	Tb PFK inh	PTAP TSG101 blk	Coupling enz	ASM inhibitor	B2AR arrestin	Chronic BCR inh	Menin-MLL TR inh	PKM2 act	GALK inhibitor	Giardia kill	a7 integrin act
NC(=S)N/N=C/c1ccc(Br)o1	0%	-3%	-4	7%	-0.7%	?	-9%	-1%	1%	0	6%
O=C(COC(=O)C1CC(=O)N(Cc2ccccc2)C1)c1ccc(Br)cc1 (stereo not given)	4%	1%	0	-1%	-0.2%	1%	2%	0%	-1%	-13	?
CCn1c(SCC(=O)N/N=C/C=C\c2ccco2)nc2ccccc21	4%	-7%	-5	-3%	?	-17%	15%	?	0%	7	-4%
CC1CCCCN1S(=O)(=O)c1ccc(N(C(=O)c2cnccn2)C(C(=O)NC2CCCC2)c2cccs2)cc1 (stereo not given)	-1%	-7%	-2	4%	-0.6%	1%	-16%	-4%	3%	1	8%
CN(C)C(=O)N1CCC(C(=O)NCc2ccccc2Cl)CC1	-1%	-11%	0	1%	-0.3%	-2%	8%	1%	-2%	15	1%
CC(=O)c1ccc(OC(C)C)c(CC(C(N)=O)C(N)=O)c1	-2%	1%	-2	3%	0.0%	34%	-11%	-2%	-1%	-12	-18%
O=C(O)c1ccccc1C(=O)c1ccc2c(c1)N(Cc1ccc(Cl)c(Cl)c1)C(=O)CO2	2%	-2%	-20	-9%	0.0%	2%	?	1%	0%	-20	1%
O=C1c2ccccc2C(=O)N1CCC1=CCCCC1	0%	-1%	1	-2%	-0.2%	?	-2%	1%	1%	12	4%
CN(C)c1ccc(C(=O)C(=O)c2ccccc2)cc1	0%	0%	6	-11%	0.3%	?	-14%	/	2%	-15	19%
CC1CC(C)CN(C(=O)CSCC(=O)Nc2nc(-c3cccs3)cs2)C1 (stereo not given)	-7%	-2%	-2	?	-0.3%	?	-7%	1%	0%	27	-15%
CCN1CCN(CC(=O)Nc2ccc(C(C)=O)cc2)CC1	-6%	0%	-1	1%	0.4%	-2%	/	/	6%	7	?
O=[n+]1c2c(n([O-])c3c1CCC3)CCCC2	-4%	-1%	3	0%	0.2%	-2%	17%	-7%	1%	3	14%
O=C(/C=C/c1ccco1)N(Cc1ccccc1)C1CCS(=O)(=O)C1 (stereo not given)	2%	-2%	2	2%	0.1%	?	/	25%	-1%	12	-14%
COc1ccc(C2CC(c3cccc(F)c3)=NN2c2ccc(S(N)(=O)=O)cc2)cc1 (stereo not given)	0%	-2%	/	i	0.8%	0%	/	/	/	-1	-2%
CCCc1c(C)nc2ccccc2c1SCCC#N	0%	-8%	-2	1%	-0.6%	?	-8%	-19%	2%	0	-2%

Entries of single compounds, quoted from the list. Order of screens: Tb PFK inh, PTAP TSG101 blk, Coupling enz, ASM inhibitor, B2AR arrestin, Chronic BCR inh, Menin-MLL TR inh, PKM2 act, GALK inhibitor, Giardia kill, a7 integrin act
Results for COc1ccc(C2CC(c3cccc(F)c3)=NN2c2ccc(S(N)(=O)=O)cc2)cc1 (stereo not given) : 0%, -2%, /, i, 0.8%, 0%, /, /, /, -1, -2%
Results for NC(=S)N/N=C/c1ccc(Br)o1 : 0%, -3%, -4, 7%, -0.7%, ?, -9%, -1%, 1%, 0, 6%
